Bioassay records deposited in PubChem BioAssay by National Center for Advancing Translational Sciences (NCATS).
MBNL1-CUG inh: qHTS Assay for Inhibitors of MBNL1-poly(CUG) RNA binding; 0.036% of 280,000 active; Potency, µM (top dose mostly 57.5 µM), without a hit: at the highest dose activity change, negative = inhibition, most hits filed as inhibitors; Muscleblind-like protein 1 (Homo sapiens), Q9NR56; TR-FRET MBNL1-His/biotin-(CUG)12 binding, 665/545 ratio; active = well fitted inhibition curve with a large enough effect in the signal ratio, with a control signal flat, not every such curve was filed as active; inconclusive = small, poorly fitted or top-dose-only effect, or effect the other way, or a change in a side signal; inactive = no such curve, though single readings can be large or run the other way; the % refers to the signal ratio; note: potency is the fitted concentration of half-maximal effect; % is set by controls: 0 for no effect and ±100 for the full control effect
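Ratiometric TR-FRET (665 over 545 nm, excitation 340 nm) tracks disruption of MBNL1-His/biotin-(CUG)12 complex after 60 min at room temperature, with compounds at 92 nM to 58 uM final.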
PKM2 act: qHTS Assay for Activators of Human Muscle isoform 2 Pyruvate Kinase | Pyruvate kinase PKM (Homo sapiens), P14618 | purified PKM2, Kinase-Glo ATP luminescence, activation; response scale: 0% is enzyme alone, no compound | Potency, µM (top dose mostly 57.5 µM), for inactives: top-dose activation, actives largely listed as activators | 0.34% of 260,000 active; note: potency is the fitted concentration of half-maximal effect; % is set by controls: 0 for no effect and ±100 for the full control effect; nearly all actives have a fitted effect of over 55% in size
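Purified hPK-M2 (>95%) run at intermediate activity with 0.1 mM ADP and 0.5 mM PEP in 50 mM imidazole pH 7.2, KCl, MgCl2; 1 h room temperature. ATP formed read by Kinase-Glo luminescence; normalized to uninhibited and no-enzyme controls.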
KCNH2 3.1 block: qHTS for Inhibitors of KCHN2 3.1: Mutant qHTS; Potassium voltage-gated channel subfamily H member 2, brain isoform KCNH2 3.1 (human); U2OS KCNH2 3.1, thallium flux FluxOr; stronger effect = lower value; activity change, % (tested at about 1.8 µM); 0.95% of 340,000 active;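 active = maximum activity change below -70%; inconclusive = maximum activity change from -70% to -50%; inactive = maximum activity change above -50%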;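 note: thallium influx rate constant from kinetic fluorescence after stimulation buffer; % is set by controls: 0 for no effect and ±100 for the full control effect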
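Channel expression came from 3.1 mutant virus (1.77 x 10^8 /mL) applied to suspended U2OS cells for 4 h. Flux was tracked with FluxOr dye plus Red40 quencher, and kinetic rate constants normalized to controls.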
NPC1 promoter act: qHTS Assay for NPC1 Promoter Activators. Huh7 NPC1 promoter luciferase reporter, 24 h. Potency, µM (titrated, usually from 9.22 µM), for inactives: at the highest dose activation, hits mostly activators. 2.4% of 320,000 active. AID 485313, 2010;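 note: potency is the fitted concentration of half-maximal effect; % of control where 0% means no effect; nearly all actives have a fitted effect of over 60% in size; reporter is driven by a mutant NPC1 promoter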
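Compounds in DMSO were transferred onto Huh7 NPC1-luciferase reporter cells pre-incubated 2 h; after 24 h at 37 °C, Amplite reagent was dispensed and luminescence recorded 10 min later.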
ELG1 repair inh: qHTS screen for small molecules that inhibit ELG1-dependent DNA repair in human embryonic kidney (HEK293T) cells expressing luciferase-tagged ELG1. HEK293T ELG1-luciferase reporter, luminescence, 16 h; DNA damage induced by 5-fluorouridine. Potency, µM (series often up to 46.1 µM), for the others: at the top dose activity change, negative = inhibition, actives largely listed as inhibitors. 2.3% of 330,000 active. AID 504467, 2011; note: potency is the fitted concentration of half-maximal effect; % is set by controls: 0 for no effect and ±100 for the full control effect; nearly all actives have a fitted effect of over 55% in size
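Luminescence from the luciferase reporter, measured 30 min after ONE-Glo reagent at room temperature, was the read-out. Beforehand, 2,000 cells per well were exposed for 16 hr at 37 °C to 5-fluorouridine together with compound or vehicle.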
Mito fusion yeast: qHTS Assay for Small Molecule Inhibitors of Mitochondrial Division or Activators of Mitochondrial Fusion; S. cerevisiae fusion-defective mutant growth rescue, CellTiterGlo 48 h; Potency, µM (top dose mostly 46.1 µM), without a hit: at the top dose growth rescue (activation), hits mostly activators; 0.23% of 320,000 active; AID 485298, 2010;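 note: potency is the fitted concentration of half-maximal effect; % of control where 0% means no effect; nearly all actives have a fitted effect of over 45% in size; temperature-sensitive fusion mutants such as fzo1-1 at 37 °C on non-fermentable ethanol glycerol medium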
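S. cerevisiae fusion-defective temperature-sensitive mutants (e.g. fzo1-1, mgm1-5) grown 48 h at 37C in YPEG (ethanol/glycerol non-fermentable) medium with 23 nl compound per well; growth rescue read as CellTiterGlo luminescence.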
RORg inh: qHTS for inhibitors of ROR gamma transcriptional activity. Nuclear receptor ROR-gamma (Mus musculus), P51450. Drosophila S2 Gal4-RORgamma UAS-luciferase reporter, 20 h. Potency, µM (doses to about 53.6 µM), without a hit: at the highest dose activity change, negative = inhibition, hits mostly inhibitors. 5.4% of 310,000 active. AID 2551, 2010; note: potency is the fitted concentration of half-maximal effect; % is set by controls: 0 for no effect and ±100 for the full control effect; nearly all actives have a fitted effect of over 60% in size
Target sequence (P51450 whole entry, looked up, the tested form may be a part): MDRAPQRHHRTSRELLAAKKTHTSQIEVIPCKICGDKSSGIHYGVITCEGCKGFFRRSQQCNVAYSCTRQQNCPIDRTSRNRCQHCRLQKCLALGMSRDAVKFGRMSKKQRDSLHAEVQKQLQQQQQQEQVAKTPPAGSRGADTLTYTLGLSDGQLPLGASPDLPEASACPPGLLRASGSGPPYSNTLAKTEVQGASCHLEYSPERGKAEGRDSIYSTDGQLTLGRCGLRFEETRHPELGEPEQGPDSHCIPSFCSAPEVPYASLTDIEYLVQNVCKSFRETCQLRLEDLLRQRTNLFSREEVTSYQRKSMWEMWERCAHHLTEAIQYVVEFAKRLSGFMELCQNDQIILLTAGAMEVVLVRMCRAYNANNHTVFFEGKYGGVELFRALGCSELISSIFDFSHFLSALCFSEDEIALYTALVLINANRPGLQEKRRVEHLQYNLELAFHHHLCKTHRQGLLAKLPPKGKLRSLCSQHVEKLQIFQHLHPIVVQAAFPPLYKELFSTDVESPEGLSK
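Stable Schneider cell line, Gal4 DNA-binding domain fused to ROR gamma, UAS-luciferase. Cmpd 1 hr RT → CuSO4 700 uM final → 20 hr RT → luciferase reagent 10 min → luminescence.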
FLuc modulator: qHTS profiling assay for firefly luciferase inhibitor/activator using purifed enzyme and Km concentrations of substrates (counterscreen for miR-21 project); purified FLuc, Km substrates, luminescence inhibition; Luciferin 4-monooxygenase (Photinus pyralis), P08659; 6.9% of 360,000 active; Potency, µM (titrated, usually from 57.5 µM), for the others: at the top dose activity change, negative = inhibition, actives largely listed as inhibitors; AID 588342, 2011;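 note: potency is the fitted concentration of half-maximal effect; plate controls were vehicle for no effect and reference inhibitor for full effect; nearly all actives have a fitted effect of over 55% in size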
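Purified P. pyralis luciferase, 10 nM final, with Km-level 10 uM D-luciferin and 10 uM ATP in 50 mM Tris acetate pH 7.5, 10 mM Mg acetate, 0.01% Tween-20, 0.05% BSA; 6-point qHTS titration about 60 µM downward; luminescence read.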
Gal4-VP16 FLuc: VP16 counterscreen qHTS for inhibitors of ROR gamma transcriptional activity. Drosophila S2 Gal4-VP16 UAS-luciferase, luminescence, 20 h. Potency, µM (highest dose often 53.6 µM), for the others: top-dose activity, negative = inhibition, most hits filed as inhibitors. 3.5% of 310,000 active;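 note: Gal4-VP16 expression switched on by copper sulfate through the metallothionein promoter; potency is the fitted concentration of half-maximal effect; % is set by controls: 0 for no effect and ±100 for the full control effect; nearly all actives have a fitted effect of over 50% in size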
Rab9 promoter act: qHTS Assay for Rab9 Promoter Activators | Huh7 Rab9 promoter-luciferase reporter, luminescence, 24 h | Potency, µM (highest dose often 9.22 µM), without a hit: top-dose activation, negative = inhibition, usual class: activators | 2.8% of 320,000 active; note: potency is the fitted concentration of half-maximal effect; % of control where 0% means no effect; nearly all actives have a fitted effect of over 60% in size
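Cell-based reporter: Huh7 stable for Rab9 promoter-driven luciferase, plated in reduced-serum medium with 10% FBS at 1500 cells/well, compound-treated 24 h at 37 °C, luminescence read after 10 min reagent.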
Menin-MLL TR inh: qHTS Assay for Inhibitors Targeting the Menin-MLL Interaction in MLL Related Leukemias: Competition With Texas Red Labeled MLL-derived Mutant Peptide; AID 1768, 2009; Potency, µM (highest dose often 61.6 µM), for inactives: at the highest dose FP activity change, negative = inhibition, most hits filed as inhibitors; Menin + Texas Red MLL mutant peptide, fluorescence polarization; 0.23% of 270,000 active; active = well fitted inhibition curve with a large enough effect in the polarisation, with a control signal flat, not every such curve was filed as active; inconclusive = small, poorly fitted or top-dose-only effect, or effect the other way, or a change in a side signal; inactive = no such curve, though single readings can be large or run the other way; the % refers to the polarisation; note: potency is the fitted concentration of half-maximal effect; % of control where 0% means no effect; many of its hits are not listed in these tables
Target sequence (O00255 whole entry, looked up): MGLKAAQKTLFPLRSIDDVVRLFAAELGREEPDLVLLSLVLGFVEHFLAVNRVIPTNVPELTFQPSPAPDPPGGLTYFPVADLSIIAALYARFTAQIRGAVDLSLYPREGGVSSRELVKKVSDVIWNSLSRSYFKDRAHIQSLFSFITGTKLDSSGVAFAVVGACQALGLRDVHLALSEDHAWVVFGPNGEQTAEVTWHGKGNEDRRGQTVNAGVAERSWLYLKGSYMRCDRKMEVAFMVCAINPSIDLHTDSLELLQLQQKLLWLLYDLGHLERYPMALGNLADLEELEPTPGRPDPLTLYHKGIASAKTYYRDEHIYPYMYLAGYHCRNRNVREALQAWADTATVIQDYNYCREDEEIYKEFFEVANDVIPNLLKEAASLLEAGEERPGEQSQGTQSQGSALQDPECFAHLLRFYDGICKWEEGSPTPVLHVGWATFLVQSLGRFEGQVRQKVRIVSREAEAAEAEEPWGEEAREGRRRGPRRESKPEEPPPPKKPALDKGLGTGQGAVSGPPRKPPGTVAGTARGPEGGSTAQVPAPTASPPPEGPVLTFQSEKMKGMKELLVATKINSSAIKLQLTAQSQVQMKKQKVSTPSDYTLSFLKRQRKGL
* hit, by the source's call; ? = inconclusive; nt = not tested or not shown; [ ] = remark or other dose. Unless noted, calls come from the whole dose curve; as a rule, active = well fitted curve in the direction sought with a large enough effect; inconclusive = small, poorly fitted or top-dose-only effect, or another doubt; inactive = no such curve, though single readings can be large; an effect the other way counts as inactive or inconclusive.

SMILES | MBNL1-CUG inh | PKM2 act | KCNH2 3.1 block | NPC1 promoter act | ELG1 repair inh | Mito fusion yeast | RORg inh | FLuc modulator | Gal4-VP16 FLuc | Rab9 promoter act | Menin-MLL TR inh
O=C(CC1(O)C(=O)Nc2ccccc21)c1cccc(-n2cccc2)c1 (stereo unspecified) | 3% | 4% | 14 | -2% | 6% | -3% | 23% | -1% | -13% | 0% | 4%
COc1ccc(-c2noc(CCC(=O)NCCc3ccccc3)n2)cc1 | -8% | nt | 5 | 1% | ? | -16% | 6% | -18% | -20% | 2% | -3%
Cc1cc2ncn(C(=O)N3CCCCCC3)c2cc1C | 16% | 6% | 7 | -3% | ? | -2% | -1% | ? | -4% | 16% | -19%
Cc1cc(C(=O)OCC(=O)c2cccc([N+](=O)[O-])c2)c2cccc(C)c2n1 | 15% | -8% | -11 | 1% | 8% | -2% | 34% | -5% | -2% | -7% | ?
CC(=O)NCC(=O)OCC(=O)Nc1ccc(C(C)=O)cc1 | -9% | 3% | -4 | 1% | 17% | 4% | 1% | 1% | 0% | 2% | 0%
CC12CC3(C)CC(C)(C1)CC(C(=O)NC(=S)NC(C)(C)C)(C2)C3 | -22% | 5% | -1 | -2% | 4% | 1% | -15% | 0% | -1% | -7% | -13%
O=C(Nc1ccc(N2CCOCC2)c(Cl)c1)c1ccc([N+](=O)[O-])o1 | ? | -1% | -22 | 27% | -5% | -30% | -91% | 12µM* | ? | ? | ?
O=C(O)CCCn1nc(-c2ccccc2)c2ccccc21 | 1% | 0% | 7 | 0% | 17% | 0% | -27% | 4% | 5% | -1% | 3%
O=C(Nc1ccc2[nH]c(=O)[nH]c2c1)c1ccc(Cl)c(Cl)c1 | -4% | -2% | 16 | 1% | -8% | ? | -31% | 3% | 3% | 1% | ?
COC(=O)c1ccccc1NC(=O)CSc1nc(O)c(-c2ccccc2)c(=O)[nH]1 | -4% | 4% | 2 | -2% | 5% | 2% | -7% | -10% | -1% | -8% | -12%
Cc1sc2cc3c(c(C(=O)c4ccccc4)[n+]2c1C)-c1cccc2cccc-3c12 | ? | -15% | -1 | 1% | 23µM* | ? | ? | -3% | 11µM* | -22% | -21%
Cc1ccc(C(=O)N/N=C\c2sccc2C)cn1 | 16% | -5% | -5 | ? | ? | 15% | ? | 17µM* | ? | ? | 14%
CS(=O)(=O)C1=NSC2=NC(=O)/C(=C\c3ccc(OC(=O)c4ccco4)c(Br)c3)C(=N)N21 | ? | nt | 6 | -1% | 15% | -5% | -8% | 13µM* | 14% | 2% | ?
CC(C)NC(=O)NC(=O)COC(=O)c1ccc(S(=O)(=O)NCc2ccco2)cc1 | nt | nt | -7 | -1% | 4% | 0% | nt | nt | nt | -1% | nt
Fc1ccc2[nH]c3c(c2c1)CN(C(=S)NCc1ccccc1)CC3 | nt | -7% | -4 | 0% | ? | ? | 4% | -10% | 6% | -2% | nt
CC(C)CCNC(=O)/C=C/c1ccc(Br)cc1 | -7% | -4% | -26 | 0% | ? | 6% | 34% | 13µM* | 8% | 5% | 6%
Oc1c(CN2CCCC2)cc(COCc2ccccc2)c2cccnc12 | nt | nt | nt | -16% | ? | 4% | nt | 1% | nt | -19% | nt
COc1cccc(-n2c(SCC(=O)Nc3cc(C)on3)nc3c([nH]c4ccccc43)c2=O)c1 | -2% | -2% | -2 | 2% | ? | -2% | 26% | 11% | -4% | 2% | 0%
C=CCN=C1N[C@@H](c2ccc(Br)cc2)C(C(=O)OC)=C(C)N1Cc1ccccc1 | -5% | 1% | nt | 3% | nt | -14% | 29% | 2% | -14% | -12% | -14%
CC(C)C(O)(C#CCN1CCCC1)c1ccccc1 (stereo unspecified) | -3% | -9% | -1 | -6% | 1% | -3% | -25% | 7% | 0% | -7% | -28%
O=C(Nc1ccccc1OC(F)F)c1oc2ccccc2c1COc1ccccc1 | -7% | 3% | -14 | 21% | ? | -2% | 15% | 5% | -21% | -5% | 28%
CCC(NS(=O)(=O)c1ccc(C)cc1)C(=O)N1CCC2(O)CCCCC2C1 (stereo unspecified) | -16% | 8% | -1 | 0% | -4% | 4% | 12% | -2% | -1% | -2% | -2%
COc1cc(C(=O)NCC2CCCCC2)ccc1OCc1c(C)noc1C | nt | nt | 6 | -3% | ? | -3% | nt | -1% | nt | -6% | nt
O=C(CCC(=O)Nc1ccccc1)NNS(=O)(=O)c1ccc(Cl)cc1 | -2% | nt | 8 | 0% | 2% | 3% | 9% | 1% | -11% | -1% | nt
C[N+]1(CC(=O)Nc2ccc(F)cc2)CCN(C(=O)c2ccco2)CC1 | 0% | -2% | -26 | 4% | 21% | -2% | 0% | -2% | -7% | -2% | -29%

Pulled one by one from the list above:
SMILES | MBNL1-CUG inh | PKM2 act | KCNH2 3.1 block | NPC1 promoter act | ELG1 repair inh | Mito fusion yeast | RORg inh | FLuc modulator | Gal4-VP16 FLuc | Rab9 promoter act | Menin-MLL TR inh
CS(=O)(=O)C1=NSC2=NC(=O)/C(=C\c3ccc(OC(=O)c4ccco4)c(Br)c3)C(=N)N21 | ? | nt | 6 | -1% | 15% | -5% | -8% | 13µM* | 14% | 2% | ?
Cc1cc2ncn(C(=O)N3CCCCCC3)c2cc1C | 16% | 6% | 7 | -3% | ? | -2% | -1% | ? | -4% | 16% | -19%

The results go on.
SMILES | MBNL1-CUG inh | PKM2 act | KCNH2 3.1 block | NPC1 promoter act | ELG1 repair inh | Mito fusion yeast | RORg inh | FLuc modulator | Gal4-VP16 FLuc | Rab9 promoter act | Menin-MLL TR inh
N#Cc1c(NC(=O)CSc2nc(-c3ccccc3)cc(C(F)(F)F)n2)sc2c1CCC2 | nt | 0% | 6 | -4% | 7.3µM* | -4% | -6%[10 µM] | 0% | -2% | -7% | -23%
CCCCC(CC)C(=O)Oc1ccc(O)c(C(C)(C)C)c1 (stereo unspecified) | -6% | -7% | 6 | 0% | ? | ? | 4% | -2% | 3%[10 µM] | -3%[1.84 µM] | 5%
O=C(Nc1ccc(SC(F)F)cc1)C1CC(=O)N(Cc2ccccc2)C1 (stereo unspecified) | -8% | -5% | -39 | 11% | 13% | 2% | ? | ? | 28% | 1% | nt
O=C1CCCN1CC(O)CS(=O)(=O)c1ccccc1 (stereo unspecified) | 0% | -6% | 2 | -4% | 6% | -1% | -25% | -1% | -3% | -2% | -13%
COc1ccc(/C=C/C(=O)Nc2nonc2NC(C)=O)cc1 | ? | 0% | -2 | 11% | ? | -3% | 36% | 24µM* | 18% | 24% | -7%
C=CCc1ccc(OCCN2CCc3ccccc3C2)c(OC)c1 | -4% | 0% | ? | -2% | -11% | 3% | -4% | ? | 2% | -4% | ?
OC(COc1ccc2c(c1)OCO2)CN1CCCCC1 (stereo unspecified) | -6% | 1% | 1 | 0% | -10% | -4% | 1% | -1% | -9% | -2% | 13%
Cc1cc2ccccc2cc1CN1CCOCC1 | -2% | -1% | -3 | -2% | ? | 2% | -11% | -1% | -7% | 0% | -9%
O=C(NC1CCCCNC1=O)c1ccccc1 (stereo unspecified) | -2% | -6% | 8 | -2% | -16% | -3% | 6% | -2% | -3% | -18% | nt
COc1cc2c3c(c1)C(C)=CC(C)(C)N3C(=O)C2=O | ? | -3% | 2 | -14% | 14% | 5% | -6% | 0% | -15% | 2% | ?

This is a subset; rates above refer to the full screens.
